Bioassay records: PubChem, several laboratories
Efflux pump inh – inhibitors of Candida antifungal efflux pumps expressed in yeast | S. cerevisiae Candida pump triplex, Nile Red efflux | inhibition, % at 10 µM | 0.44% of 330,000 active | AID 485275;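 active = plate passing quality check with inhibition over a set limit, or well fluorescence over plate mean plus 4 SD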;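 note: Nile Red retained in pooled yeast measured as flow cytometry median fluorescence; 0% = buffer negative control and 100% = Enniatin B positive control; higher means more Nile Red kept so more efflux inhibition; some compounds called inactive have numbers as strong as hits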
core dimer inh – HCV core protein dimerization inhibition; 0.33% of 300,000 active; inhibition, % at 5 µM; AID 1899; TR-FRET GST/Flag-core106 dimerization, 1536-well;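 active = inhibition above the mean of all tested compounds plus 3 SD, set per screening campaign, cut at about 45% in these data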
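System: GST/Flag-tagged HCV core106 proteins. Incubation: compound-protein-antibody incubation 4 h at 22.5 °C. Technique: HTRF with 340 nm excitation, 617/671 nm emission. Medium: KF-containing HEPES buffer, pH 7.45, DTT, CHAPS, BSA. Read-out: inhibition (%) from 671 over 617 nm ratio. Also added: Eu(K)-anti-GST 90 ng/mL plus XL665-anti-Flag 1 µg/mL.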
PP5 inh – PP5 (human) phosphatase inhibition; 0.18% of 320,000 active; inhibition, % at 6.7 µM; purified PP5c, OMFP substrate fluorescence; AID 1987; P53041;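 active = inhibition above the campaign's mean inhibition across all tested compounds plus 3 SD, cut at about 9.5% in these data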;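 note: 0% = DMSO only and 100% = 100 µM cantharidin control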
ZTA DNA inh – ZTA (EBV) inhibition in EBNA-1 counter-screen; P03206; ZTA-DNA binding, fluorescence polarization; inhibition, % at 11 µM; 0.15% of 320,000 active; in the data active = inhibition above about 33%
PP1 counter – blocks human PP1-alpha phosphatase, a PP5 counter-screen; P62136; purified PP1alpha, OMFP fluorescence; inhibition, % at 6.7 µM; 0.9% of 320,000 active; AID 2235;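 active = inhibition above the mean inhibition of all tested compounds plus 3 SD, computed separately for each screening campaign, cut at about 15% in these data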
Target sequence (P62136 whole entry, looked up): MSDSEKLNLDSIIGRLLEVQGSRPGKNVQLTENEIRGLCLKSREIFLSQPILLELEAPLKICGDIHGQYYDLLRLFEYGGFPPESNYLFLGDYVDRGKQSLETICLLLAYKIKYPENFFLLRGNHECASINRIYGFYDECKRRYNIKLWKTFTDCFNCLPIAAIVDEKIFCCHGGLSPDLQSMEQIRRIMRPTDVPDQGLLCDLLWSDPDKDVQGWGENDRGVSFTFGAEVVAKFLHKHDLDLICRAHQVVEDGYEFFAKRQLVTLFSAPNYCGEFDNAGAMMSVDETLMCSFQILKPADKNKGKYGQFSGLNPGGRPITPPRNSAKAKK
PREPL inh – human PREPL enzyme inhibition; 0.68% of 320,000 active; inhibition, % at 5.96 µM; Q4J6C6; recombinant PREPL, fluorescence polarization activity-based probe; in the data active = inhibition above about 43%;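 note: 0% = enzyme with DMSO and 100% = wells lacking enzyme; many of its hits are not listed in these tables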
Target sequence (Q4J6C6 whole entry, looked up): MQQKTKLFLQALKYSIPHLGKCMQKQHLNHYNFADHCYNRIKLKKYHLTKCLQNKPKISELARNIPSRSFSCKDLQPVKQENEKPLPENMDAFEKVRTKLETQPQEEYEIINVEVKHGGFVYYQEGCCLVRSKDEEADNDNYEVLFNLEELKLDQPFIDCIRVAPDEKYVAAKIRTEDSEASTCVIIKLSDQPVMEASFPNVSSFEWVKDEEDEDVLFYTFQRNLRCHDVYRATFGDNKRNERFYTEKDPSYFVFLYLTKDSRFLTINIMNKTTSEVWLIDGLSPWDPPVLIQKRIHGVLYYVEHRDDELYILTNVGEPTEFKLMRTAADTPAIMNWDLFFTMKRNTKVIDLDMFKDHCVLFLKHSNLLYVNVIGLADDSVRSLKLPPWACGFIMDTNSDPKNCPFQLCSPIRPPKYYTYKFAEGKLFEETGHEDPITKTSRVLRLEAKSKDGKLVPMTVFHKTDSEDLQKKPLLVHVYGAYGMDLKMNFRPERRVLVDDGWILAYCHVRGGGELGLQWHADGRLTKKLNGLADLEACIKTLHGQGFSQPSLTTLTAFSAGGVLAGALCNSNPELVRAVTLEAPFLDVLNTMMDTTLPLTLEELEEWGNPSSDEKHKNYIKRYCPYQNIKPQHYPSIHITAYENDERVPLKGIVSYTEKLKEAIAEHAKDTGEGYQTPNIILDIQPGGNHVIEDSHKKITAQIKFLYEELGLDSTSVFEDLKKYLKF
TPT1 inhibitor – inhibitors of Candida albicans tRNA 2'-phosphotransferase TPT1; recombinant caTPT1, FP RNA substrate dephosphorylation; inhibition, % at 5 µM; 0.81% of 300,000 active; AID 1962;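 active = inhibition above the mean of all tested compounds plus 3 SD, set per screening campaign, cut at about 24% in these data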;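 note: plate controls were DMSO alone for no effect and ferristatin control at 100 nM for full effect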
EBNA-1 inhibitor – blocks EBNA-1 binding to DNA; EBNA-1 DNA binding, fluorescence polarization; inhibition, % at 14.8 µM; 0.34% of 300,000 active; in the data active = inhibition above about 28%
Fh CTSL1 inh – cathepsin L1 inhibition, PFM18AAP counter-screen; inhibition, % at 5.96 µM; recombinant F. hepatica cathepsin L1, Z-Leu-Arg-MCA fluorescence; 0.49% of 300,000 active; AID 1906;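 active = inhibition above the mean of all tested compounds plus 3 SD, set per screening campaign, cut at about 17% in these data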;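 note: 0% = plate median of test compound wells and 100% = 1 µM Z-Phe-Ala-diazomethylketone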
* = called active by the depositor; · = not tested or not shown.

The line under a structure holds: Efflux pump inh | core dimer inh | PP5 inh | ZTA DNA inh | PP1 counter | PREPL inh | TPT1 inhibitor | EBNA-1 inhibitor | Fh CTSL1 inh
COc1cc(NC(=O)CN2CCCCC2C)c(C)cc1[N+](=O)[O-] (stereo not given)
→ -0.1 | -2 | 0.7 | -10 | -1 | 5 | -1 | 2 | 0
COc1ccc(CC(=O)OCC(=O)NC(=O)NC2CCCC2)cc1
→ 0.0 | · | -0.1 | 11 | -3 | 19 | · | · | ·
Cc1ccc(C)c(N2CCN(CC3CCCCC3)CC2)c1
→ 0.0 | 2 | 0.1 | 1 | 0 | 3 | 1 | -4 | -1
O=C(Cc1ccc(Cl)cc1)NCC(=O)N1CCN(c2ccccc2)CC1
→ 3.2 | -1 | -1.7 | -11 | -2 | 8 | -1 | -2 | -2
CCN(C(=O)COC(=O)c1cc(=O)c2ccccc2o1)c1c(N)n(Cc2ccccc2)c(=O)[nH]c1=O
→ 0.0 | -3 | -2.8 | -4 | -2 | -3 | -2 | 5 | -2
Cc1c(C(=O)Nc2ccc3c(c2)OCCO3)sc2ncnc(N3CCCCC3C)c12 (stereo not given)
→ 0.2 | -12 | 3.7 | -1 | 2 | 23 | 0 | -6 | 16
CCOC(=O)c1nn(-c2ccc3ccccc3c2)cc1O
→ 0.0 | -2 | 2.6 | 14 | 2 | -14 | 3 | 4 | 3
O=C1N/C(=C/c2ccc(N3CCOCC3)o2)C(=O)N1c1cccc(Cl)c1
→ 0.3 | -19 | -0.5 | -14 | 2 | 9 | 82* | -7 | 2
Cc1ccc(-c2nc3ncccc3o2)cc1NC(=O)c1ccco1
→ 0.1 | -4 | 0.0 | -8 | -4 | -1 | -3 | -2 | -1
CCOC(=O)C(CC)Sc1nc2c(cnn2-c2ccccc2)c(=O)[nH]1 (stereo not given)
→ 0.1 | 7 | 4.8 | 3 | 2 | 7 | -2 | -11 | 2
Nc1nc(-c2ccco2)cs1
→ -0.1 | -6 | 0.1 | -6 | -2 | 9 | -1 | -1 | -1
CSCC[C@H](NC(=O)OC(C)(C)C)C(=O)N/N=C/c1c(C)[nH]c(=O)[nH]c1=O
→ 0.0 | -2 | -2.4 | -8 | -1 | 3 | -1 | 8 | 0
Cc1cccc(/N=C/c2c(O)c3ccccc3oc2=O)n1
→ 0.0 | 1 | 0.2 | -1 | 0 | -2 | 1 | 7 | -1
COc1ccc(C(C(=O)NC2CCCC2)N(Cc2ccccc2)C(=O)CNC(=O)c2ccco2)cc1 (stereo not given)
→ -0.1 | 0 | -1.8 | -14 | 3 | 15 | -4 | -1 | 2
COc1ccc(C(=O)NC(=S)Nc2ccc(N3CCCC3)cc2)cc1
→ 0.1 | 9 | -0.7 | -5 | -1 | 11 | 5 | -9 | 1
O=C(CSc1nnc(Nc2ccccc2)s1)NN1C(=O)NC2(CCCCC2)C1=O
→ 0.3 | 1 | -2.7 | 19 | -5 | 2 | 1 | 19 | -2
C=C(C)n1c(=O)n(Cc2ccccc2C)c2ccccc21
→ 0.0 | 9 | 0.6 | 9 | -2 | 1 | -3 | 7 | 0
CC1CCCC(C)N1C(=O)c1cc(F)c(F)cc1Cl (stereo not given)
→ 0.1 | 0 | 1.4 | 2 | -2 | 2 | -2 | 3 | 2
CC1(C)C(=O)NCCN1C(=O)CC1C(=O)NCCN1Cc1cccc(C(F)(F)F)c1 (stereo not given)
→ -0.1 | 3 | 0.8 | 3 | -2 | -2 | -5 | -7 | -2
COc1ccccc1-c1n[nH]c(=S)n1-c1ccccc1
→ 0.0 | 7 | 0.1 | 6 | 3 | 11 | -2 | 15 | 2

Carrying on:
The line under a structure holds: Efflux pump inh | core dimer inh | PP5 inh | ZTA DNA inh | PP1 counter | PREPL inh | TPT1 inhibitor | EBNA-1 inhibitor | Fh CTSL1 inh
Cc1ccc(CNC(=O)C2C3C=CC4(CN(Cc5cccnc5)C(=O)C24)O3)cc1 (stereo not given)
→ -0.1 | 0 | 2.7 | 7 | 2 | 1 | -1 | 5 | -3
CCN(CC(=O)NCc1cccs1)S(=O)(=O)c1c(F)cccc1F
→ -0.1 | · | -1.6 | 7 | -8 | -3 | · | · | ·
CNC(=O)CSc1nc2[nH]ncc2c(=O)[nH]1
→ 0.1 | -2 | -0.6 | -4 | -1 | 4 | -1 | -3 | 0
O=C1c2ccccc2C(O)N1CCN1CCOCC1 (stereo not given)
→ 0.0 | -14 | -10 | -8 | 10 | 9 | -1 | -5 | 4
COc1cccc(C(=O)Nc2sc3c(c2C#N)CCN(C(C)=O)C3)c1
→ -0.1 | -11 | 3.9 | -25 | 2 | 19 | 8 | -2 | 1
CC(C)COc1ccc(C(=O)N/C(=C\c2cccc([N+](=O)[O-])c2)C(=O)OC(C)C)cc1
→ -0.1 | 16 | 3.5 | -1 | 4 | -3 | 0 | -6 | -1
C/C(N)=C(/C#N)C(=O)CSc1nc2ccccc2c(=O)n1-c1ccc(C)cc1
→ 0.0 | 6 | -3.0 | 16 | -10 | 2 | 2 | -6 | 2
O=C(CNC(=O)c1cccc(-n2cnnn2)c1)Nc1ccc(F)c(F)c1
→ 0.5 | · | 3.2 | 7 | -1 | 13 | · | · | ·
CCC(C(=O)NC(C)(C)C)N(C(=O)c1ccc(Cl)nc1)C1CCCC1 (stereo not given)
→ -0.1 | 3 | 1.7 | -6 | -1 | 0 | 6 | 1 | -1
COc1ccc(-n2nc(C(=O)NCC(=O)N(C)Cc3ccccc3)c3ccccc3c2=O)cc1
→ -0.1 | 8 | 2.1 | -2 | 1 | -8 | 0 | -7 | 1
O=C(NCC(=O)N1CCC(Cc2ccccc2)CC1)c1ccc(Cl)cc1
→ -0.1 | -2 | 2.0 | -5 | -5 | -15 | -3 | -3 | -1
COc1ccc(N(CC(=O)O)S(=O)(=O)c2ccccc2[N+](=O)[O-])c(OC)c1
→ 0.0 | 0 | -0.3 | -3 | 1 | 4 | 0 | -1 | 2
COCCN(C(=O)COC(=O)c1cc(C)oc1C)c1c(N)n(Cc2ccccc2)c(=O)[nH]c1=O
→ 0.1 | 1 | -1.1 | 11 | -4 | 6 | -3 | 6 | 0
Cc1ccc(S(=O)(=O)N2CCCCC2)cc1C(=O)Nc1cccnc1
→ -0.2 | -2 | -0.3 | 6 | 1 | 3 | -3 | 9 | 0
O=C(Nc1cc(S(=O)(=O)N2CCCC2)ccc1OCC(F)(F)F)c1ccc(F)cc1
→ -0.1 | 9 | 3.0 | 8 | 1 | 2 | 1 | -8 | -1
O=C1c2cccnc2C(Nc2ccc(Br)cc2)N1Cc1cccs1 (stereo not given)
→ -0.2 | -1 | 2.7 | -6 | 8 | -29 | -1 | -2 | -1
CCOc1ccc(N(CC(=O)N2CCN(c3ccccc3)CC2)S(=O)(=O)c2c(C)noc2C)cc1
→ 0.0 | 7 | 3.5 | -6 | -1 | -54 | 0 | 9 | 2
CN(C)c1oc(COc2ccccc2F)nc1C#N
→ 0.0 | 1 | -1.7 | 2 | 1 | -3 | -1 | 13 | -2
CC(C)(C)c1nn2cnnc2n(/N=C/c2ccccc2)c1=O
→ 0.0 | -3 | -2.5 | 2 | 3 | 6 | -1 | 2 | 3
O=C(CCC(=O)N(CC(=O)NC1CCCC1)C1CCCCC1)Nc1ccccn1
→ 0.0 | 9 | 1.2 | 4 | -1 | 4 | -1 | 4 | 0

Of the compounds above, 2 contain a CF3 group.
The line under a structure holds: Efflux pump inh | core dimer inh | PP5 inh | ZTA DNA inh | PP1 counter | PREPL inh | TPT1 inhibitor | EBNA-1 inhibitor | Fh CTSL1 inh
CC1(C)C(=O)NCCN1C(=O)CC1C(=O)NCCN1Cc1cccc(C(F)(F)F)c1 (stereo not given)
→ -0.1 | 3 | 0.8 | 3 | -2 | -2 | -5 | -7 | -2
O=C(Nc1cc(S(=O)(=O)N2CCCC2)ccc1OCC(F)(F)F)c1ccc(F)cc1
→ -0.1 | 9 | 3.0 | 8 | 1 | 2 | 1 | -8 | -1

Continued.
The line under a structure holds: Efflux pump inh | core dimer inh | PP5 inh | ZTA DNA inh | PP1 counter | PREPL inh | TPT1 inhibitor | EBNA-1 inhibitor | Fh CTSL1 inh
COc1ccc(-c2csc(NC(=O)CCCc3cccs3)n2)cc1
→ -5.8 | 9 | -0.3 | -2 | 8 | -11 | 0 | 10 | -3
COc1ccc(C(=O)N(C)C2CCCCC2)cc1OC1CCN(C(C)C)CC1
→ 0.0 | -12 | 4.1 | -8 | 3 | 8 | -2 | 9 | 1
O=C(O)C1CCN(C(=O)CSc2nc3ccccc3c(=O)n2-c2ccc(Cl)cc2)CC1
→ 0.4 | -3 | 0.5 | 8 | 1 | 3 | 2 | -16 | 0
CCC1(C(=O)OC)NC(c2ccco2)C2C(=O)N(c3ccc(F)cc3)C(=O)C21 (stereo not given)
→ 0.0 | 1 | -2.3 | -9 | -7 | 11 | -1 | -5 | -2
O=C(Nc1ncc(Cc2cccc(Cl)c2)s1)c1cccs1
→ 0.0 | 6 | 2.9 | 16 | 14 | -38 | 3 | -1 | 2
CCOc1ccccc1C(=O)N(Cc1ccc(C)o1)C1CCS(=O)(=O)C1 (stereo not given)
→ -0.3 | 0 | -0.4 | 9 | -3 | -3 | -1 | 7 | -2
COc1ccccc1C(=O)Oc1ccc(C(C)C)cc1
→ -0.2 | 5 | -0.1 | -3 | -3 | 5 | -1 | 5 | 2
CCc1noc(C)c1C(=O)Oc1ccc(N(C)S(=O)(=O)c2ccc(C)c(C)c2)cc1
→ 0.1 | 3 | 1.7 | -3 | -2 | -4 | -1 | -12 | 8
O=C(N/N=C/c1cccc([N+](=O)[O-])c1)C1CC(=O)N(c2ccc(F)cc2)C1 (stereo not given)
→ 0.0 | -1 | 0.2 | -4 | -3 | 7 | 1 | 1 | 0
Cc1c(C(=O)N2CCc3ccccc3C2)oc2ccc(Br)cc12
→ 0.0 | 7 | -0.2 | -5 | 3 | -4 | -1 | -2 | 2
C=CCOc1ccc(C2NC(=O)NC(C)=C2C(=O)OC)cc1 (stereo not given)
→ 0.1 | 11 | 2.8 | -2 | 0 | 0 | -6 | -4 | -2
CCCOc1ccc(CSc2ncn[nH]2)cc1
→ 0.1 | -6 | -1.5 | 8 | -1 | -5 | 1 | 2 | 1
COc1ccc(NC(=O)CCCn2c(=O)c3sccc3n(Cc3cccc(C)c3)c2=O)cc1
→ 0.0 | 9 | 0.5 | 18 | -4 | 0 | -1 | 4 | -1
COc1ccc(CCC(=O)N2c3ccccc3CC2C)cc1 (stereo not given)
→ 0.1 | 0 | 4.7 | 6 | -2 | 11 | 2 | 15 | -1
Cc1cc2ccccc2n2c(SCC(=O)Nc3ccc(S(=O)(=O)N4CCC(C)CC4)cc3)nnc12
→ 6.8* | 12 | -8.6 | -14 | -10 | 1 | -1 | -10 | -3
Cc1cc(NC(=O)COC(=O)c2cc([N+](=O)[O-])ccc2N2CCOCC2)ccc1Br
→ -0.1 | 1 | 1.3 | 6 | -2 | 31 | -2 | 6 | -3
O=C(CCCSc1nc2ccccc2[nH]1)NCc1ccccc1F
→ -0.2 | -10 | 3.9 | -15 | 7 | -5 | -6 | 2 | -5
CC(C)OP(=O)(OC(C)C)C(O)c1ccc(N(C)C)cc1 (stereo not given)
→ -0.1 | -3 | 0.0 | -1 | -2 | -7 | -2 | 14 | -5
CC(C)c1ccc(/C=N/N2CCN(c3ccccn3)CC2)cc1
→ 0.0 | -2 | 1.9 | 12 | -1 | 2 | -2 | -2 | 0
COc1cc2nc(C3CC3)n(NC(=O)c3ccc(F)cc3)c(=O)c2cc1OC
→ 0.1 | -2 | -0.2 | -12 | -2 | 5 | 0 | -7 | 0
Cc1ccc(NC2c3ncccc3C(=O)N2Cc2cccs2)cc1C (stereo not given)
→ -0.1 | -7 | 5.5 | -22 | 10 | -5 | -3 | 0 | -2
CCC(=O)Nc1nnc(-c2ccco2)o1
→ 0.8 | 3 | 2.3 | -3 | -5 | 3 | 4 | -9 | -5

An excerpt; count on the stated rates, not on these rows.
